# Compound activity deposited in PubChem by several laboratories.
# CAL PDZ FP-1: CAL PDZ peptide-binding inhibitors, primary screen, biochemical, fluorescence polarization, Cer-tagged CAL PDZ, HTS; purified CAL PDZ, TMR-peptide fluorescence polarization, 1 h; inhibition, % at 20 µM; 330,000 tested, 0.02% active; AID 504414, 2011;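 active = highest replicate inhibition of at least 40%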;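 note: plate controls were DMSO neutral control wells for no effect and unlabeled competitor peptide control wells for full effect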
#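 material = purified tagged CAL PDZ domain construct (CerCALP) | buffer or medium = sodium phosphate/NaCl buffer pH 7.4 with TCEP, IgG, Thesit | reagent = TMR-labelled reporter peptide T*-PRC34 bound in PDZ groove | incubation = 1 h room-temperature incubation prior to read | measured by = fluorescence polarization (mP) | evaluation = percent inhibition from loss of millipolarization | control set = unlabelled peptide and DMSO controls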
# Keap1-Nrf2 PPI: Keap1-Nrf2 protein-protein interaction inhibitors, primary screen, biochemical, fluorescence polarization, single point; Kelch-like ECH-associated protein 1 (Homo sapiens), Q14145; Keap1 Kelch-Nrf2 peptide fluorescence polarization, 1536-well; inhibition, % at 9.4 µM; 340,000 tested, 0.15% active; AID 504523, 2011; in the data active = inhibition above about 12%;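 note: human Keap1 Kelch domain with fluorescein labeled Nrf2 9mer peptide probe; 0% = neutral control wells and 100% = peptide positive control; higher means more block of Keap1 binding to Nrf2 peptide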
# DAGLB inhibitor: DAGLB lipase inhibitors, primary screen, biochemical, fluorescence, HTS; HEK293T DAGLB membrane lysate, EnzChek fluorogenic substrate; 340,000 tested, 0.059% active; Diacylglycerol lipase-beta (Homo sapiens), Q8NCG7; inhibition, % at 5.17 µM; in the data active = inhibition above about 34%;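 note: 0% = enzyme with vehicle and 100% = wells lacking enzyme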
# Arr AP2 block: inhibitors of beta-arrestin/AP2 binding, primary screen, biochemical, GPCR trafficking, flow cytometry; beta-arrestin 1 C-terminal peptide binding to AP2 beta2-adaptin appendage (human); FITC-arrestin peptide / GST-AP2 beads; AP2 beta2 appendage carries R879A mutation; inhibition, % at 10 µM; 340,000 tested, 0.31% active; AID 504490, 2011;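 active = inhibition above a set limit, near 3 SD of compounds lacking own fluorescence, cut at about 54% in these data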;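 note: plate controls were DMSO wells for no effect and 5 µM unlabelled arrestin peptide for full effect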
#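 System: GST-AP2 R879A bound to glutathione beads, E. coli-expressed. Also added: 50 nM FITC-arrestin peptide. Schedule: compound with beads 12 min RT, then probe 1 h RT. Signal: bead flow cytometry, FITC channel. Read-out basis: percent response.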
# V-ATPase pH: regulators of yeast V-ATPase proton pumping, primary screen, pHLuorin cytosolic pH fluorescence | S. cerevisiae | response, % at 10 µM | 350,000 tested, 0.37% active; in the data active = response mostly above about 7.3%, no sharp cut-off; inactive = mostly below about 5.4%; note: actives read high; inactives centre near 0; some compounds called inactive have numbers as strong as hits
# DSG3 Ab inh: inhibitors of pemphigus antibody binding to DSG3, primary screen, biochemical, bead-based, flow cytometry, scFv-GFP; Desmoglein-3 (Homo sapiens), P32926; DSG3-coupled beads, scFv-anti-DSG3-GFP binding; stronger effect = lower value; binding (percent of control), % at 10 µM; 310,000 tested, 0.48% active;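 active = binding more than 3 SD below its plate's average and above zero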;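 note: hits lower antibody fragment binding to DSG3; some compounds called inactive have numbers as strong as hits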
# Target sequence (P32926 whole entry, looked up, the tested form may be a part): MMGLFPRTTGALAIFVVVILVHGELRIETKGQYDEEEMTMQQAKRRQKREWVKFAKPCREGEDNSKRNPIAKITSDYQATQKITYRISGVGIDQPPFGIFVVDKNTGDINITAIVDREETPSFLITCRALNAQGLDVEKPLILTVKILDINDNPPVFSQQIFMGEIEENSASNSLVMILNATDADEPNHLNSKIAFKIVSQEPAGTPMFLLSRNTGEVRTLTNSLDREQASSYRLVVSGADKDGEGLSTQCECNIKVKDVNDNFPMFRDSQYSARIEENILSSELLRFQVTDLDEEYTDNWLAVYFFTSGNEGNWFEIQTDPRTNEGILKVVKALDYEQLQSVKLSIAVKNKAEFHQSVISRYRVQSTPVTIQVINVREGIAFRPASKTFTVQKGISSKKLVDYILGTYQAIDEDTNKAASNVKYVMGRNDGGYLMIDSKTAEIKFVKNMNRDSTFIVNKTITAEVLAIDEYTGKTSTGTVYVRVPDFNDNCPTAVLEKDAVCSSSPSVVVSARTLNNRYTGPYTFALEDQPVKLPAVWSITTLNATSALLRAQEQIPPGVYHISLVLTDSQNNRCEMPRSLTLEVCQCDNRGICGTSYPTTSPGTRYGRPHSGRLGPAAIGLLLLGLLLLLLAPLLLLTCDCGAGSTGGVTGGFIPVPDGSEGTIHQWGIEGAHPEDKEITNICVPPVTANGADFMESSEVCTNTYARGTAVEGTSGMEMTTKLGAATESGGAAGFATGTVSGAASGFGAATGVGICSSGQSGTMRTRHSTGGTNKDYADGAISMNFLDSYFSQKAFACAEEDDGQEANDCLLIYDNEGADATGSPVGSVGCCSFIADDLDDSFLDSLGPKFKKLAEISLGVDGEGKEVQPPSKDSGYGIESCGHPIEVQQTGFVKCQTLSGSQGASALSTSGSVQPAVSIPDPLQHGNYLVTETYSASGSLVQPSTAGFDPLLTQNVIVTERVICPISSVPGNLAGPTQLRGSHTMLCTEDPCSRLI
# NSD2 HMT inh: NSD2 histone methyltransferase inhibitors, primary screen, biochemical, AlphaScreen, single concentration, set 2; AID 743445, 2014; 310,000 tested, 0.54% active; NSD2 peptide methylation, 120 min; inhibition, % at 12.5 µM; in the data active = inhibition above about 50%
# CAL PDZ FP-2: untagged CAL PDZ binding inhibitors, primary screen, biochemical, fluorescence polarization, HTS; purified CAL PDZ, TMR-peptide fluorescence polarization, 1 h; inhibition, % at 24.9 µM; 300,000 tested, 0.92% active; AID 602252, 2012;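 active = mean inhibition of at least 30% with at least half of replicates also reaching 30%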;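 note: 0% = DMSO neutral control and 100% = excess unlabeled competitor peptide PRC23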
# Cardiac RTF inh: cardiac RTF calcium sensitivity inhibitors, primary screen, biochemical, IANBD-TnC fluorescence, EC70 calcium | IANBD-labeled cardiac RTF, Ca2+ fluorescence | inhibition, % at 7.15 µM | AID 493244, 2011 | 340,000 tested, 0.12% active;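 active = inhibition above the mean inhibition of all tested compounds plus 3 SD, cut at about 17% in these data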;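 note: assay run at fixed EC70 calcium of 1.6 mM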
# C-LANA FP: inhibitors of KSHV C-LANA binding to DNA, primary screen, biochemical, fluorescence polarization, FAM-LBS DNA, MBP-C-LANA, single point. Kaposi's sarcoma herpesvirus LANA C-terminal domain (residues 932-1162) DNA binding. 340,000 tested, 0.078% active. inhibition, % at 9 µM. AID 504423, 2011;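 active = highest replicate inhibition at or above 60% at 9 µM, even if other replicates fall short; inactive = all replicates below 60% inhibition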;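 note: 0% = neutral control wells and 100% = 4 µM acridine orange control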
# Active calls of the source: *; i = inactive; . = no result given.
SMILES,CAL PDZ FP-1,Keap1-Nrf2 PPI,DAGLB inhibitor,Arr AP2 block,V-ATPase pH,DSG3 Ab inh,NSD2 HMT inh,CAL PDZ FP-2,Cardiac RTF inh,C-LANA FP
CCN(C(=O)CN1CCN(c2ccccc2OC)CC1)c1c(N)n(Cc2ccccc2)c(=O)[nH]c1=O,-1.5,5,-1,2,-4,102,4,-1,-3,-0.5
COc1ccc(Nc2ccc3c(c2)=NC2(CCCCC2)[N+]=3[O-])cc1,0.0,1,21,19,-2,107,.,-4,-19,0.1
O=C(COC(=O)C1CC2CCCC(C1)C2=O)NNC(=O)c1ccccc1Br (centres undefined),-0.8,1,-5,17,-2,100,-2,-3,4,1.2
CC1=NN(c2ccc([N+](=O)[O-])cc2)C(=O)/C1=C\N(C)C,-2.7,1,2,-14,4,108,1,-3,-5,0.9
COc1cc2c(cc1OC)C(C)N(C(=O)c1cc3n(n1)C(C(F)(F)F)CC(c1ccco1)N3)CC2 (centres undefined),-1.0,-5,-2,-18,2,105,-1,0,-21,-1.9
COc1cccc(CNC(=O)CN2CCC(c3nc4ccc(C)cc4[nH]3)CC2)c1,-1.9,4,1,49,-1,101,0,-1,-5,3.6
CC1CCc2cc(F)ccc2N1C(=O)CN1C(=O)c2ccccc2C1=O (centres undefined),.,1,-2,-1,5,.,10,4,1,1.8
COc1ccc(-n2ncc3c(=O)n(Cc4c(F)cccc4Cl)cnc32)cc1,-3.3,-2,0,-5,1,.,1,1,-16,-1.1
CCCCCC(=O)NC(=S)Nc1ccc(Br)cc1C,-0.1,5,-1,5,2,109,-3,-4,6,0.9
FC(F)Oc1ccc(-c2c[n+]3c(n2-c2ccccc2)CCCCC3)cc1,-1.1,-2,-1,-7,0,.,-1,-1,-2,-0.3
O=C1C(=O)N(Cc2cccnc2)C(c2ccc(Br)cc2)/C1=C(\O)c1ccc2c(c1)OCCO2 (centres undefined),-2.2,2,4,2,1,103,6,-6,-9,2.2
CCOC(=O)C1=CN(Cc2cccc(F)c2)S(=O)(=O)NC1c1ccccc1 (centres undefined),0.4,1,-2,5,-1,95,.,-1,-2,-3.6
Oc1ccc(-n2cccc2/C=N/n2cnnc2)cc1,-0.8,-4,0,12,0,104,-4,-1,7,0.7
Cc1ccc(-n2nnc3c(=O)n(Cc4ccccn4)cnc32)cc1C,-0.8,0,-2,22,2,.,-6,12,-4,0.2
CSc1cccc(NC(=O)CCCOc2ccc(Cl)cc2Cl)c1,0.5,0,-8,-7,-1,.,4,-5,4,1.0
CC(=O)NC(CCS(C)(=O)=O)C(=O)Nc1ccc2c(c1)OCCO2 (centres undefined),-2.8,1,3,0,0,126,-4,-2,-2,0.1
CC1CC(C)(C)NC(=S)N1CCC(=O)Nc1ccc2c(c1)OCCO2 (centres undefined),-1.0,-3,0,-18,0,111,0,4,-3,0.4
COc1ccc(-c2ccc(N)[n+](CCCC(=O)O)n2)cc1,1.1,i,0,-5,1,108,.,-7,i,0.8
CCOC(=O)Cn1cnc2c(nnn2-c2cccc(OC)c2)c1=O,0.2,-2,-5,43,2,94,-4,2,5,-2.8
O=C(CNC1CCCCCC1)Nc1ccccc1N1CCCCC1,0.0,4,-15,6,-3,112,.,-4,2,-2.7

# Sorted by molar mass (high to low): some entries from above
SMILES,CAL PDZ FP-1,Keap1-Nrf2 PPI,DAGLB inhibitor,Arr AP2 block,V-ATPase pH,DSG3 Ab inh,NSD2 HMT inh,CAL PDZ FP-2,Cardiac RTF inh,C-LANA FP
CCOC(=O)C1=CN(Cc2cccc(F)c2)S(=O)(=O)NC1c1ccccc1 (centres undefined),0.4,1,-2,5,-1,95,.,-1,-2,-3.6
CSc1cccc(NC(=O)CCCOc2ccc(Cl)cc2Cl)c1,0.5,0,-8,-7,-1,.,4,-5,4,1.0
CC1CC(C)(C)NC(=S)N1CCC(=O)Nc1ccc2c(c1)OCCO2 (centres undefined),-1.0,-3,0,-18,0,111,0,4,-3,0.4
Oc1ccc(-n2cccc2/C=N/n2cnnc2)cc1,-0.8,-4,0,12,0,104,-4,-1,7,0.7

# Going on with the list.
SMILES,CAL PDZ FP-1,Keap1-Nrf2 PPI,DAGLB inhibitor,Arr AP2 block,V-ATPase pH,DSG3 Ab inh,NSD2 HMT inh,CAL PDZ FP-2,Cardiac RTF inh,C-LANA FP
COc1ccc(C(=O)Nc2nnc(C(F)(F)F)s2)cc1,-1.7,-8,4,11,-2,92,-11,0,5,0.0
Cc1ccccc1NC(=O)CSc1nc2c(c(-c3ccco3)c1C#N)CCCC2,-3.0,0,0,7,2,97,-1,.,-8,-0.5
CC(=O)c1c(OC(=O)c2ccccc2)ccnc1C(F)(F)F,-0.4,0,-1,-13,1,100,7,.,-6,-1.0
CCCCNC(=O)c1cc(C)nn1-c1ccccc1,-2.5,0,0,23,6,85,.,0,-5,1.6
CC(C)(C)NC(=O)C(c1ccccc1)N(Cc1ccco1)C(=O)c1csnn1 (centres undefined),0.6,-4,-1,-4,4,105,9,-1,3,-0.7
COc1ccc(NC(=O)C(CC(C)C)NC(=O)c2ccccc2C)cn1 (centres undefined),0.7,-6,-4,-2,-5,158,0,-5,-1,0.4
CCSc1nnc(Cn2c(=O)sc3ccccc32)n1C,-0.5,-1,-2,0,1,110,.,2,-2,-1.3
CCOc1ccc(S(=O)(=O)NCCC(=O)NCC(c2ccc(F)cc2)N2CCOCC2)cc1 (centres undefined),-1.7,-4,-1,8,-2,101,2,-1,1,-0.1
CCOC(=O)c1c(NC(=O)C(C)N2CCN(S(=O)(=O)c3cccs3)CC2)sc2c1CCC(C)C2 (centres undefined),-0.1,-1,0,-24,1,97,-2,-4,-4,0.7
COc1cccc(C(=O)Nc2ccc(N(C)C)cc2)c1OC,-1.6,-6,-2,6,1,91,1,-2,-4,0.9
O=C(CN1C(=O)NC2(CCCCC2)C1=O)NCCc1c[nH]c2ccccc12,-1.8,-5,0,-13,4,.,-1,6,-3,-0.8
O=C1[C@H]2[C@@H](C3CC3)N3C(=O)CN(CC4CC4)C(=O)[C@@]3(Cc3ccccc3)[C@H]2C(=O)N1c1ccccc1,0.0,-8,0,-2,1,109,.,-3,-4,-0.4
COc1cc(SC)ccc1C(=O)OCc1nc2ccsc2c(=O)[nH]1,-0.9,-3,0,-1,2,109,4,-2,11,0.5
COc1ccc2nc(SCC(=O)Nc3cc(OC)c(OC)cc3C(=O)O)c(C)cc2c1,-0.6,-3,5,15,-3,115,1,1,1,-1.4
COCc1nnc(NC(=O)CCS(=O)(=O)c2ccccc2)s1,-1.3,-2,-2,6,1,102,4,-4,-20,1.5
O=C(CN1C(=O)c2ccccc2C1=O)NN1C(=O)c2ccccc2C1=O,-1.2,1,1,19,-8,103,0,-6,0,1.5
Cc1nn(CC(=O)NCCc2ccccc2)c(=O)c2cccn12,-2.7,-5,1,6,-1,102,-3,46*,-1,-1.0
CCCCCCC(=O)NC(Nc1ccc(S(N)(=O)=O)cc1)C(Cl)(Cl)Cl (centres undefined),-1.8,-3,0,-9,2,106,0,-1,0,1.7
Cc1ccc(/C=C/C(=O)OCC(=O)Nc2cccnc2Cl)cc1,-0.2,-4,-9,-10,-5,.,1,-1,-1,1.1
O=C(O)CCCNCc1ccccc1F,0.1,0,1,9,1,107,4,-1,-2,2.5
CC(=O)c1cccc(NC(=O)C2CC(=O)N(C3CCCC3)C2)c1 (centres undefined),0.8,-4,-2,34,-2,121,1,0,1,-0.9
CC(C)N(C(=O)c1sc2cc([N+](=O)[O-])ccc2c1Cl)C(C)C,.,-4,-2,-2,4,102,1,-1,-3,0.5
CN(C)S(=O)(=O)c1ccc(NC(=O)COc2ncnc3c2cnn3-c2ccccc2)cc1,-3.3,2,-2,25,1,104,0,-3,-3,-2.5
CCC(Sc1nc2ccccc2s1)C(=O)Nc1nnc(C)s1 (centres undefined),-0.9,-6,0,-3,-2,104,0,.,-6,-0.5
COc1ccc(CCC(=O)Nc2ccc(S(=O)(=O)N3CCOCC3)cc2)cc1OC,.,.,0,.,-3,106,2,.,.,.
C=CCn1c(SCC(=O)Nc2nnc(C)s2)nnc1-c1cccnc1,-2.8,1,3,40,0,104,-1,-1,-3,-1.0
Cc1ccc(S(=O)(=O)N2CCC(C(=O)N[C@H](C(=O)NCC3CCCO3)C(C)C)CC2)cc1 (some centres undefined),-0.9,-5,1,3,1,96,0,-1,-10,-0.3
O=C(c1cc(COc2c(F)cccc2F)on1)N1CCN(C2CCCCC2)CC1,-1.0,-2,0,32,1,104,4,-3,-1,1.4
COc1cc(CN2CCNC(=O)C2CC(=O)N2CCCCO2)cc(OC)c1 (centres undefined),-0.5,-6,0,6,-2,104,0,-3,3,-0.8
CC(=O)N(c1nc(/C=C\C(=O)O)cs1)c1ccccc1F,0.0,-1,0,-8,-2,90,0,-2,0,-1.8
CCSc1ccccc1C(=O)N1CCCC1,-0.8,2,-3,6,3,98,0,-2,-22,-0.4
CCN(CC)CCNC(=O)c1ccc(NC(=O)c2cccc(S(=O)(=O)N3c4ccccc4CC3C)c2)cc1 (centres undefined),-2.6,8,3,45,-8,108,7,-10,-2,-1.7
C=CCC(Nc1ccccc1)C12C=CC(O1)C(C(=O)OC)=C2C(=O)OC (centres undefined),0.7,1,4,1,6,97,-6,4,-2,0.2
OCCN1CCN(Cc2nc(-c3cccc(Cl)c3)no2)CC1,-2.6,-7,-4,16,0,92,2,-5,9,-2.7
O=C(c1cccc(F)c1)N1CCC(O)(c2cccnc2)CC1,-0.5,3,-3,-3,5,.,.,-4,-15,-0.8
CCOC(=O)c1sc2ncn(CC(=O)N(CC)CC)c(=O)c2c1C,0.4,-6,0,-14,-2,104,2,-4,-21,-0.2
CCOC(=O)N1CCC(NC(=O)C(NS(=O)(=O)c2ccc3c(c2)CCN3C(=O)CC)C(C)C)CC1 (centres undefined),-0.5,-4,1,-30,1,98,17,5,-23,1.9
COCc1c(C(=O)NCC(c2ccco2)N2CCCC2)oc2ccccc12 (centres undefined),.,.,1,.,-3,107,3,.,.,.

# An excerpt; rates above refer to the full screens.
